Screening results as filed in PubChem.
Autophagy mod: alters autophagy in cells; MEF GFP-LC3 puncta imaging; test concentration mostly 10 µM; calls only at 10 µM (by protocol); 0.98% of 190,000 active;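 active = percentage of spot-positive cells more than 3 SD above its plate mean, without a fluorescence outlier flag or 80% toxicity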;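 note: spot-positive cell cutoff set from DMSO-treated cells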
WT yeast gro inh: growth inhibition of WT yeast, mitochondrial fusion screen. 2.1% of 190,000 active. inhibition, % at 10 µM. mitochondrial fusion phenotypic screen, WT strain. AID 1362; in the data active = inhibition above about 58%; tested in S. cerevisiae
bCat nuc transl: alters nuclear translocation of beta-catenin in HeLa cells | nuclear translocation activity, % at 5 µM | immunofluorescence imaging | 0.3% of 190,000 active | AID 1665;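 active = nuclear translocation activity above 50% at 5 µM, with a well cell count of 50 or more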;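 note: per-cell ratio of nuclear to cytoplasmic median beta-catenin stain intensity; plate controls were DMSO negative control for no effect and GSK-3 inhibitor IX positive control for full effect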
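Test system: human HeLa cells, endogenous beta-catenin. Times: 24 h compound exposure, 37°C. Measured by: beta-catenin immunofluorescence imaging with DAPI.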
Dynein transport: blocks dynein driven cargo transport along microtubules; 3617.4 mouse cells, GR-EGFP nuclear translocation imaging; test concentration mostly 20 µM; stimulated with dexamethasone, 1 µM; hits give low values; z-score, hits read low; 0.47% of 220,000 active;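 active = plate z-score of nuclear minus cytoplasmic receptor signal below a set negative limit, without overly bright fluorescence or cell loss, cut at about -3.5 in these data, passing the limit was not always enough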;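 note: z-score of nuclear minus cytoplasmic ring GR-EGFP intensity difference per well; some compounds called inactive have numbers as strong as hits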
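Buffer or medium: Induction medium lacking tetracycline, stripped serum | Also added: Dexamethasone agonist, 1.0 µM final, for 30 min | Timing: 48 h induction, 1 h compound, 30 min dex at 37 °C | Detection: Formaldehyde fixation, Hoechst nuclear stain, 10x automated fluorescence imaging | Measure: Nuclear versus cytoplasmic GR-EGFP signal, averaged per well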
Ins promoter up: MIN6 insulin promoter up-regulation | z-score at 5 µM | 0.3% of 190,000 active | MIN6 insulin promoter-GFP reporter, high-content imaging; hits give high values;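 active = z-score above 3 at 5 µM with at least 500 cells counted in the well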
Yfh1-depleted yeast: mitochondrial function rescue without frataxin homolog – Friedreich's ataxia, plus single-dose screen, dose response (AID 1465) | S. cerevisiae Yfh1-off respiration, WST-1 reduction, 72 h; higher fold induction means a stronger effect | fold induction at 50 µM, or EC50 in µM where a hit was titrated | 0.074% of 220,000 active;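 active = fold induction of absorbance versus untreated yeast above a set limit, then at least 30% activation at any dose in follow-up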;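 note: activators that raise dye reduction in frataxin-depleted yeast; strong numbers were not always called active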
AID2073: inhibitors of Mint1-CaV2.2 protein interaction, biochemical, HTRF (AID 2073) | HTRF protein-protein interaction, Mint1-CaV2.2; higher % means a stronger effect | one-dose inhibition, % at 20 µM; IC50 in µM for titrated hits | 0.19% of 290,000 active; in the data active = inhibition mostly above about 51%, no sharp cut-off; note: some results filed as inactive read as strong as hits
HIV fusion peptide: cell-free HIV fusion peptide-binding blockers – biochemical, uHTS, fluorescence dequenching, primary screen (AID 1986). 0.3% of 290,000 active. inhibition, % at 20 µM; hits with a dose series show IC50 in µM. cell-free peptide binding, fluorescence dequenching, 30 min; higher % means a stronger effect; in the data active = inhibition mostly above about 52%, no sharp cut-off; inactive = mostly below about 76%; note: some results filed as inactive read as strong as hits
MT stabilizer: microtubule stabilization, imaging screen; HeLa tubulin immunostaining HCS, 24 h; share of cells brighter than vehicle mean+2SD; % tubulin-high responders, % at 10 µM; 0.83% of 200,000 active; AID 2205;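 active = plate Z-score above 3 for both tubulin-high and condensed-nucleus cell shares, with cell loss under 80%, at 10 µM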;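 note: anti alpha tubulin signal scored within the nucleus-defined area of each cell; some results filed as inactive read as strong as hits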
WT yeast gro inh mutant strain: also measured in WT yeast gro inh; calls as there; inhibition, %; mitochondrial fusion phenotypic screen, mutant strain inhibition
Dynein transport cytoplasmic EGFP: further read-out of Dynein transport, marked with its call; z-score; measured here: cytoplasmic GR-EGFP intensity; hits give high values
Dynein transport nuclear GR-EGFP: also measured in Dynein transport; calls as there; z-score; measured here: nuclear GR-EGFP intensity;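 lower value marks the stronger effect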
Dynein transport cell count: further read-out of Dynein transport, marked with its call; z-score; measured here: cell count per field
Ins promoter up cell count: recorded beside Ins promoter up, whose call it bears; cell count; measured here: cytotoxicity, nuclei count;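 total cells summed across four imaged fields per well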
bCat nuc transl cell count 5 µM: second read-out of bCat nuc transl, no call of its own (marks repeat the call); cell count; measured here: cell count, cytotoxicity flag
MT stabilizer Hoechst-high %: recorded beside MT stabilizer, whose call it bears; % Hoechst-high responders; measured here: nuclear condensation Hoechst responders;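 share of cells brighter than vehicle mean plus two SD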
MT stabilizer cytotoxicity %: also measured in MT stabilizer; calls as there; toxicity, %; measured here: cytotoxicity by cell density;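 0% = mean cell density of plate MIN control wells and 100% = no cells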
Autophagy mod cell loss 18 h: recorded beside Autophagy mod, whose call it bears; toxicity, %; measured here: cell loss, nuclei count;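 cell loss after 18 h compound exposure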
Numbers without * were called inactive; i = inactive; . = no result given.

SMILES	Autophagy mod	Autophagy mod cell loss 18 h	WT yeast gro inh	WT yeast gro inh mutant strain	bCat nuc transl	bCat nuc transl cell count 5 µM	Dynein transport	Dynein transport cytoplasmic EGFP	Dynein transport nuclear GR-EGFP	Dynein transport cell count	Ins promoter up	Ins promoter up cell count	Yfh1-depleted yeast	AID2073	HIV fusion peptide	MT stabilizer	MT stabilizer Hoechst-high %	MT stabilizer cytotoxicity %
C=CCc1cccc2cc(C(=O)O)c(=O)oc12	i	2	-13	-4	.	.	-0.004	-0.19	0.21	-0.049	0.03	955	i	-2%	0.5%	1.5	1.4	6.9
Cc1cc(C)nc(N2CCCC(C(=O)NNC(=O)c3ccncc3)C2)n1 (stereo not drawn)	.	.	.	.	-0.3	1393	0.59	-0.22	1.3	-1.7	0.77	918	i	14%	0.3%	.	.	.
COc1ccc(OC)c(/C=C/C(=O)OCC(=O)Nc2cccc(Oc3ccccc3)c2)c1	i	16	0	2	-2.3	1154	0.15	-0.24	0.12	0.33	0.13	1505	i	38%	1.1%	2.4	2.4	9.3
CC(CC(=O)Nc1ccc(C(N)=O)cc1)c1ccccc1 (stereo not drawn)	i	-6	4	19	.	.	-0.21	-0.19	-0.024	0.23	-0.9	1254	i	3%	2.4%	2.3	2.8	4.8
Fc1ccccc1CNCCC(Cc1ccccc1)c1ccc2c(c1)OCO2 (stereo not drawn)	i	-2	37	22	-4.1	536	-0.24	-0.17	0.039	-0.49	-0.81	1311	i	13%	-0.1%	1.1	2.7	12
COc1ccc(NC(=O)C(NC(C)=O)C(=O)NCc2ccccc2Cl)cc1 (stereo not drawn)	i	11	-11	5	-1.8	1146	0.27	-0.23	-0.17	-0.036	0.58	1951	i	-1%	1.7%	4.2	1.7	7.8
COC(=O)c1cc(CNC(=O)c2ccccc2Cl)ccc1OC	i	-1	-5	-3	1.9	496	0.45	-0.26	0.44	-0.33	-0.08	1243	i	-4%	-2.5%	3.7	1.8	10
CCOc1ccc(C2CC(c3cccc(OC)c3)n3nc(N)nc3N2)cc1 (stereo not drawn)	i	-5	12	6	1.7	1071	-1.5	-0.2	-0.34	0.42	0.84	1842	i	-1%	-1.0%	5.0	2.1	3.6
CC(C)(C)C(=O)NC(=S)Nc1ccccc1C(N)=O	i	-2	-4	-20	-0.7	1001	-0.25	-0.27	-0.13	0.11	.	.	i	-6%	-0.3%	2.4	1.5	1.6
CCOC(=O)Cc1csc(SCC(=O)N2CCN(c3ccc(OC)cc3)CC2)n1	i	17	4	-2	-2.6	1147	-0.78	0.21	-0.52	0.099	1.1	1372	i	28%	-1.9%	4.8	1.9	13
Cc1nn(C)c(Oc2ccc(Cl)cc2)c1C(=O)O	i	-6	-15	1	-0.2	1071	-0.18	-0.21	-0.38	0.25	-0.19	1852	i	14%	1.8%	1.5	2.7	7.8
O=C(NCc1ccc(F)cc1)c1ccc(Br)o1	i	10	6	21	2.9	1110	0.25	-0.086	0.5	0.22	-0.68	1337	i	4%	-0.3%	3.7	1.9	7.9
CCOC(=O)c1cnc2c(c(C)nn2C)c1Oc1ccccc1F	.	.	.	.	-0.5	1078	-0.61	-0.19	-0.39	1.5	-0.69	1415	i	22%	-0.6%	.	.	.
COc1cccc(OC)c1C(=O)Nn1c(-c2cccc(C)c2)nc2ccccc2c1=O	i	4	14	15	0.3	1086	-0.13	-0.17	0.17	-0.08	0.07	1323	i	2%	-0.7%	3.4	2.0	0.2
Cc1ccc(C2OC34CCCCCC3C(C#N)(C(=N)O4)C2(C#N)C#N)cc1 (stereo not drawn)	i	-5	6	9	-2.4	983	-0.97	-0.13	-0.55	-0.25	-0.32	1126	i	8%	2.7%	2.2	1.9	11
Cc1ccc(C)c(C(=O)COC(=O)CCCC(=O)Nc2cc(C(F)(F)F)ccc2Cl)c1	i	-8	2	-5	0.6	1103	1.7	0.28	1.3	-1.4	-0.35	1530	i	40%	1.8%	0.7	3.2	7.5
Cc1cc(Cl)nc(-c2ccccc2O)n1	.	.	.	.	-0.7	1316	-0.033	-0.25	-0.42	0.75	0.07	1386	i	5%	-1.6%	.	.	.
O=C(C(=O)N1CCCc2ccccc21)c1c[nH]c2ccccc12	i	6	4	9	.	.	2.6	-0.18	0.37	-0.61	.	.	i	3%	0.6%	1.1	3.2	8.3
Cc1ccc(OCCCN2CCOCC2)c([N+](=O)[O-])c1	i	-5	-19	13	-1.3	1002	-0.18	-0.24	0.048	-0.21	0.1	1252	i	-1%	-0.6%	2.5	2.4	9.1
O=C(NNC(=S)NC1CCCCC1)c1ccccc1O	i	5	-8	8	-3.1	1079	-0.72	-0.16	0.13	0.3	0.38	977	i	-8%	3.3%	3.8	2.1	8.6
CCOC(=O)C1=C(O)c2ccccc2C(=O)/C1=C\c1ccc(CC)cc1	i	16	9	11	1.6	1024	-4.7	6.5	-1.2	-1.4	0.46	1435	i	55%*	12%	3.5	1.2	4.9
Cc1noc(NS(=O)(=O)c2ccc(NC(=O)COc3ccccc3)cc2)c1C	i	-8	0	6	-0.4	1090	-0.006	-0.25	-0.052	0.78	-0.7	1290	i	2%	0.2%	1.9	2.2	7.3
CCOC(=O)C1CCCN(C(=O)CC(C)c2ccccc2)C1 (stereo not drawn)	i	1	11	4	-7.0	1131	-1.1	-0.21	-0.34	0.89	1	1086	i	-3%	-3.5%	1.0	1.0	5.8
O=C(Oc1ccccc1)c1cccnc1Oc1ccccc1	.	.	.	.	-0.8	1075	0.51	-0.28	0.23	0.31	0.23	1424	i	13%	-2.1%	.	.	.
O=C(c1c(F)cccc1F)N1CCN(c2cccc(C(F)(F)F)c2)CC1	i	28	37	27	-0.7	886	0.56	-0.19	1.1	-0.048	-0.67	941	i	5%	-1.9%	1.9	1.8	5.4
Cc1cccc(N2C(=O)C3C4CC(C(Br)C4Br)C3C2=O)n1 (stereo not drawn)	i	22	-18	-18	-1.9	1422	0.5	-0.21	0.98	0.39	-0.2	1416	i	16%	-0.2%	3.0	2.1	6.1
c1ccc(CSc2n[nH]c(-c3ccco3)n2)cc1	i	-7	-2	1	1.7	1165	0.71	-0.12	0.39	0.13	-0.41	1099	i	-7%	3.3%	1.3	1.8	6.2
Cc1ccc(C(=O)N2CCN(S(=O)(=O)c3ccccc3)CC2)cc1	i	4	18	14	-5.7	1118	1.2	-0.23	0.53	-0.15	-0.61	1593	i	0%	1.5%	2.7	1.7	11
CC(=O)N1CCc2ccccc2C1CC(=O)O (stereo not drawn)	i	0	4	10	-1.3	1032	1.6	-0.095	1.2	-1.7	0.01	1483	i	16%	1.2%	4.7	1.2	1.1
Cc1onc(-c2ccccc2Cl)c1C(=O)N1CCN(c2ccccc2)CC1	i	-3	10	8	0.4	1064	-0.81	-0.2	-0.57	0.66	-0.02	1847	i	-2%	0.6%	2.3	2.1	5.4
CSc1nc2ccc(NC(=O)c3ccc(=O)n(C)n3)cc2s1	i	13	3	9	1.0	857	-0.45	-0.24	-0.15	0.49	-0.6	1450	i	-5%	-1.4%	2.4	2.4	7.4
Cc1ccc(NC(=O)CSc2nc(N)c3cc4c(nc3n2)CCCC4)cc1	i	-6	7	22	-0.7	1012	-0.25	-0.23	-0.12	0.0077	-0.47	2155	i	10%	4.3%	6.9	1.2	14
Cc1ccc2c(CSc3nnc(N)s3)cc(=O)oc2c1	i	41	-5	-8	-1.9	1050	1.9	0.083	2.3	-1.9	-0.18	841	i	-9%	-2.2%	3.0	1.6	5.2
O=C(COC(=O)c1cnccn1)NCCc1ccc(Cl)cc1Cl	i	-1	7	5	-0.6	1123	1.4	-0.34	0.8	-0.23	-0.25	1363	i	15%	0.0%	2.3	3.2	6.8
O=C(Cn1c(=O)sc2ccccc21)NCc1ccccn1	.	.	9	2	-4.3	1199	0.39	0.017	0.61	-1	-0.14	2100	i	2%	-1.9%	2.8	3.5	4.1
Cc1ccc(CNc2cnn(C34CC5CC(CC(C5)C3)C4)c(=O)c2Cl)cc1	i	-3	-1	2	-0.5	1049	-0.76	-0.2	0.4	0.38	0.92	1482	i	3%	-3.7%	3.3	1.5	1.2
CCn1c(COc2ccc(Cl)cc2)nnc1SC1CCc2ccccc2C1=O (stereo not drawn)	i	9	43	24	-0.6	1123	0.32	-0.16	-0.06	0.16	-0.1	1381	i	-28%	2.3%	3.7	1.8	2.4
CCOCc1[nH]c(=S)[nH]c(=O)c1Cc1ccc(OC(C)C)cc1	i	0	-11	2	-1.4	1027	0.038	-0.35	-0.54	-0.55	-0.52	1436	i	-13%	1.5%	3.7	3.1	8.5
CCOC(=O)C1=C(c2ccccc2)N=c2s/c(=C\c3ccco3)c(=O)n2C1c1cccs1 (stereo not drawn)	i	-13	-9	-7	-0.2	1051	-0.37	0.22	0.18	1.2	.	.	.	72%	53%	2.8	1.8	4.4
Cc1ccc(C(=O)OC2OC(=O)C(Cl)=C2N2CCOCC2)cc1 (stereo not drawn)	i	1	-6	-20	0.4	978	-1.3	-0.28	-1	0.94	.	.	i	-16%	-1.5%	2.5	2.3	6.1

In the list so far, these contain a CF3 group:
SMILES	Autophagy mod	Autophagy mod cell loss 18 h	WT yeast gro inh	WT yeast gro inh mutant strain	bCat nuc transl	bCat nuc transl cell count 5 µM	Dynein transport	Dynein transport cytoplasmic EGFP	Dynein transport nuclear GR-EGFP	Dynein transport cell count	Ins promoter up	Ins promoter up cell count	Yfh1-depleted yeast	AID2073	HIV fusion peptide	MT stabilizer	MT stabilizer Hoechst-high %	MT stabilizer cytotoxicity %
Cc1ccc(C)c(C(=O)COC(=O)CCCC(=O)Nc2cc(C(F)(F)F)ccc2Cl)c1	i	-8	2	-5	0.6	1103	1.7	0.28	1.3	-1.4	-0.35	1530	i	40%	1.8%	0.7	3.2	7.5
O=C(c1c(F)cccc1F)N1CCN(c2cccc(C(F)(F)F)c2)CC1	i	28	37	27	-0.7	886	0.56	-0.19	1.1	-0.048	-0.67	941	i	5%	-1.9%	1.9	1.8	5.4
